Screening data (PubChem)
RGS8-Gao reg: modulates binding of RGS8 to human Galphao; multiplexed bead flow cytometry; actives lie on both sides; response (percent of control binding), % at 10 µM; 0.34% of 220,000 active; AID 1423; in the data active = response below about 60% or above about 140%; inactive = in between;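 also: Galphao activated as the GDP aluminium fluoride complex binding bead-coupled RGS8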
Target sequence (P09471 whole entry, looked up): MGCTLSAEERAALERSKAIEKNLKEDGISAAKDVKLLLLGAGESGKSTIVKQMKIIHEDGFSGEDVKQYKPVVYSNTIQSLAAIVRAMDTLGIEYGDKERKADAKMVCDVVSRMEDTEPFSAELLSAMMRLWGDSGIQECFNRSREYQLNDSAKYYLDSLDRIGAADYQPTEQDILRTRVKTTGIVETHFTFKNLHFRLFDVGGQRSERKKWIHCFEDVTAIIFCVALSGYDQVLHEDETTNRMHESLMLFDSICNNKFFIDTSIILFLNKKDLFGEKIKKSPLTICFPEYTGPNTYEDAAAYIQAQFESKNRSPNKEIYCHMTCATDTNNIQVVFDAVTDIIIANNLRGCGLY
Rab7 wt GTP bind: modulators of GTP binding to dog Rab7 wildtype GTPase; 0.055% of 190,000 active; GST-Rab7 beads, fluorescent GTP binding, flow cytometry; actives lie on both sides; untreated = 100%, excess cold GTP = 0%; AID 758; GTP binding activity (percent of control), % at 10 µM;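 active = fluorescent GTP binding to Rab7 beads changed by at least 20 points from the 100% baseline, either direction, mostly lower; inconclusive = compound itself probably fluorescent, or too few beads counted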;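 also: median green fluorescence of bound Bodipy-FL-GTP per Rab7 bead population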
Pf gamet viab: inhibitors of late stage P. falciparum gametocyte viability | P. falciparum stage V gametocytes, ATP luminescence, 24 h | inhibition, % at 10.9 µM | 0.065% of 150,000 active;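 active = inhibition above the mean plus 3 SD of compounds within the control limits, set per campaign, cut at about 38% in these data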;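 also: 0% = DMSO wells and 100% = medium only without gametocytes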
Mcl-1 Bim block: inhibitors of Bim-Mcl-1 interaction, human. Q07820. Bead-based flow cytometry, Bim peptide-Mcl-1 binding. inhibition, % at 10 µM. 0.1% of 190,000 active. AID 1009; in the data active = inhibition above about 40%;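 also: 0% = no compound tracer wells and 100% = peptide blocker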
Target sequence (Q07820 whole entry, looked up): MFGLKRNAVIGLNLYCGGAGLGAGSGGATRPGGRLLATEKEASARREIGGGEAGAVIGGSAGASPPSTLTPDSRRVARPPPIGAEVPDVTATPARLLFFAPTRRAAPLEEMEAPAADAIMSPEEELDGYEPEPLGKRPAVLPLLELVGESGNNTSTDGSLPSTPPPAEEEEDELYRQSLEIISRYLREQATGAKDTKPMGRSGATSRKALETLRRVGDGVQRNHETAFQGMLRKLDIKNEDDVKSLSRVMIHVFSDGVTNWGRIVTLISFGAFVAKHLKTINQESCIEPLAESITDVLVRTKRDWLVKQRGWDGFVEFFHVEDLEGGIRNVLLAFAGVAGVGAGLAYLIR
Cdc42 wt: modulators (inhibitors or activators) of GTP binding to human Cdc42 wildtype; P60953; AID 761; 0.2% of 190,000 active; percent activity (GTP binding), % at 10 µM; GST-Cdc42 beads, Bodipy-GTP binding, flow cytometry; actives lie on both sides;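 active = percent activity GTP binding at least 20 points away from the 100% baseline, either down as inhibitor or up as activator; inconclusive = compound flagged as likely green fluorescent from well-wide comparison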;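 also: median bead fluorescence of bound Bodipy-FL-GTP at 100 nM; 0% = excess unlabeled GTP control and 100% = no compound control; below 100% means less GTP binding so inhibitor and above means activator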
Target sequence (P60953 whole entry, looked up): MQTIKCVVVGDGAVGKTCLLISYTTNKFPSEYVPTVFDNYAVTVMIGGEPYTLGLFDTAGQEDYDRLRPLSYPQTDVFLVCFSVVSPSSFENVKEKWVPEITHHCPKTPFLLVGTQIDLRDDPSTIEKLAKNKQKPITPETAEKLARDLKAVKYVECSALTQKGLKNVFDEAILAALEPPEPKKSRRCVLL
Rab2A wt mod: changes GTP binding to wildtype dog Rab2A, up or down; GST-Rab2 wt beads, Bodipy-GTP binding, flow cytometry; P61105; GTP binding activity, % at 10 µM; 0.19% of 190,000 active;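 active = GTP binding activity at least 20 points away from 100%, either lowered or raised; inconclusive = signal likely due to the compound's own green fluorescence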;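 also: 0% = beads with excess unlabeled GTP and 100% = no-compound control corrected for plate trend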
Rac1 wt GTP bind: modulators of human Rac1 wildtype GTP binding. GST-Rac1 beads, fluorescent GTP binding, flow cytometry; actives lie on both sides; 0 = cold GTP competed, 100 = untreated. GTP binding activity (% of control), % at 10 µM. 0.27% of 190,000 active. AID 757;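 active = GTP binding activity at least 20 points away from the 100% control level, either lower or higher; inconclusive = compound flagged as likely green fluorescent, judged across all proteins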
Mcl1 Bid PPI: disrupts binding of human Mcl-1 to Bid peptide; Q07820; TR-FRET Mcl-1/Bid-Dy647 peptide binding, 1536-well; inhibition, % at 21.7 µM; 0.97% of 220,000 active;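 active = compounds that cut the binding signal by more than half at the single screening dose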;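 also: His-tagged Mcl-1 with europium anti-His antibody binding Bid BH3 peptide; 0% = Mcl-1 plus peptide wells and 100% = peptide-only wells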
Rac1 act GTP bind: alters GTP binding to activated mutant human Rac1 | GST-Rac1 activated beads, fluorescent GTP binding, flow cytometry; actives lie on both sides; 100% means binding = to untreated wells | 0.11% of 190,000 active | AID 764 | P63000 | percent activity (GTP binding), % at 10 µM;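 active = GTP binding at least 20 percentage points away from the 100% baseline, in either direction, so actives lie on both sides; inconclusive = Compound likely fluorescent itself, or too few beads counted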
HRas wt GTP: changes GTP binding to wildtype human HRas | P01112 | GST-Ras wt beads, Bodipy-FL-GTP binding, flow cytometry; actives lie on both sides | GTP binding activity, % at 10 µM | 0.14% of 190,000 active;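 active = GTP binding activity at least 20% away from the 100% baseline, either lowered as inhibitor or raised as activator; inconclusive = flagged as likely green fluorescent, judged across all proteins in the well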;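 also: 0% = unlabeled GTP competition control and 100% = no-compound control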
Mcl1-Noxa inh: disrupts binding of human Mcl-1 to Noxa peptide. Q07820. TR-FRET Mcl-1/Noxa peptide binding, 2 h. inhibition, % at 21.7 µM. 1.5% of 220,000 active. AID 1022;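 active = compounds that cut the protein-peptide binding signal by more than 50% relative to plate controls in a single-dose test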;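 also: His-tagged Mcl-1 with rhodamine Noxa BH3 peptide and terbium anti-His antibody; 0% = Mcl-1 plus Noxa peptide wells and 100% = peptide-only wells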
The depositor's hits bear a star; ? = inconclusive; · = no result given.

Results follow in this order: Mcl-1 Bim block	Cdc42 wt	Mcl1-Noxa inh	Rac1 wt GTP bind	RGS8-Gao reg	Rab2A wt mod	Mcl1 Bid PPI	Pf gamet viab	HRas wt GTP	Rab7 wt GTP bind	Rac1 act GTP bind
- CN1C(=O)C(O)(C2COC(C)(C)CC2=O)c2ccccc21 (stereo not given)
    -1	101	6	98	99	97	-43	-21	99	97	97
- Cc1ccc(S(=O)(=O)NNc2nnc(C)c(=O)[nH]2)cc1
    5	93	0	98	106	95	-41	-10	94	95	96
- Cc1cccc(OCC(=O)N2CCN(S(C)(=O)=O)CC2)c1
    -3	100	22	95	97	98	-5	-5	100	97	93
- CCCCn1c(SCC(=O)Nc2ccc3c(c2)OCO3)nc2c1c(=O)n(C)c(=O)n2C
    -3	95	-7	102	100	94	-7	13	95	99	98
- CCC1CCCCN1C(=O)COc1c(Br)cc(Br)c2cccnc12 (stereo not given)
    4	91	1	92	100	95	-10	-1	91	92	92
- CC(C)OCCCn1c(SCC(=O)N2CCc3ccccc32)nc2ccccc2c1=O
    -4	101	-18	104	101	99	-27	4	98	94	100
- CCOc1ccc(Cc2nc(C)c(CC(=O)N3CCCCC3)c(=O)[nH]2)cc1
    -4	94	8	99	103	99	-2	·	97	100	96
- Cc1ccc(C)c(NC(=O)Cc2nc(CCl)cs2)c1
    -6	104	23	105	99	103	6	·	103	101	98
- Cc1ccc(-n2c(C)cc(C(=O)CN3CCOCC3)c2C)cc1C
    -2	98	11	103	102	100	-30	·	100	102	97
- Cc1[nH]nc2c1C1(CCN(C(=O)c3ccccc3)CC1)C(C#N)=C(N)O2
    -4	100	7	97	101	97	-20	·	98	99	96
- CCOC(=O)/C(C(N)=NCCCO)=C(/O)c1ccccc1
    1	97	2	100	102	101	-19	·	99	98	96
- Cc1ccc(C(c2nnnn2C2CCCC2)N2CCc3ccccc32)cc1 (stereo not given)
    -7	97	14	103	104	99	-63	·	100	102	98
- COc1ccccc1-n1c(C)cc(/C=C2/C(=N)N3C(=NC2=O)SN=C3S(C)(=O)=O)c1C
    0	97	24	97	100	99	-13	-15	98	100	95
- COc1ccc(N2C(=O)C(CC(=O)Nc3ccccc3)N(Cc3ccc(OC)c(OC)c3)C2=O)cc1 (stereo not given)
    -1	101	-9	99	106	99	-17	19	101	100	98
- COCCN1C(=O)/C(=C/c2ccc(N3CCCC3)cc2C)SC1=S
    0	?	9	?	100	?	-34	1	?	?	?
- CCSCc1nnc(SCC(=O)Nc2cc(F)ccc2C)n1C
    -3	96	7	100	98	95	-28	·	94	97	95
- C=CCn1c(NS(=O)(=O)c2ccccc2)c(S(=O)(=O)c2ccc(C)cc2)c2nc3ccccc3nc21
    -13	93	22	95	102	98	-13	16	97	99	98
- Cc1cc(C)n(-c2nnc3n2N=C(c2c[nH]c4ccccc24)CS3)n1
    0	99	-1	102	101	100	10	·	99	107	97
- COCCNC(=O)CSc1nc(-c2ccccc2)cs1
    12	103	0	103	101	101	-4	-3	100	104	100
- CCOC(=O)c1cc(C)sc1NC(=O)c1ccc(Cl)s1
    0	102	1	107	103	103	-8	-1	103	100	101
- CCCCc1nc2ccccc2c(=O)n1NC(=O)c1c(O)c2c(n(CC(C)C)c1=O)CCCC2
    -1	93	14	95	99	91	-3	12	96	95	89
- N/C(Cc1ccc(Cl)cc1Cl)=N\OC(=O)c1ccccc1F
    1	94	2	94	104	94	-11	18	93	96	95
- CCOC(=O)C1=C(C)Nc2nc(=S)[nH]n2C1c1ccc(Cl)cc1 (stereo not given)
    -6	103	21	103	94	104	-42	·	104	103	99
- Cc1cc(C)cc(-n2cccc2/C=C2/C(=N)N3C(=NC2=O)SN=C3S(C)(=O)=O)c1
    3	93	34	93	100	92	-12	2	92	94	92
- O=C(c1ccc(S(=O)(=O)N2CCOCC2)cc1)N(c1cccc(Cl)c1)C1C=CS(=O)(=O)C1 (stereo not given)
    27	100	16	98	99	97	-28	·	96	100	97
- CSc1cccc(NC(=O)/C=C/c2ccc(Cl)cc2)c1
    -3	100	4	101	105	97	-7	8	97	95	99
- Cc1ccccc1-c1nnc(NC(=O)c2cc3ccccc3oc2=O)s1
    0	97	4	100	99	97	8	·	98	100	94
- CCn1c(C)nc2cc(C(=O)NNC(=O)Nc3cccc(Cl)c3)ccc21
    1	93	8	93	101	94	-35	9	95	91	93
- CCCCn1cc(SCC(=O)O)c2ccccc21
    0	99	10	98	101	99	-19	0	99	101	97
- COc1nc(Nc2ccc([N+](=O)[O-])cc2)nc(NC(C)C)n1
    -4	99	23	101	108	100	0	-13	100	99	100
- CC(=O)c1c(C)[nH]c(C(=O)OCC(=O)N2CC(=O)Nc3ccccc32)c1C
    -4	101	16	104	83	100	8	3	102	101	100
- Cc1ccc2nc(SCC(=O)c3cc(C)n(C)c3C)[nH]c2c1
    0	101	10	107	92	101	-109	·	104	100	100
- O=C(Nc1cc(C(F)(F)F)ccc1Cl)c1ccncc1
    -1	100	5	102	98	100	-6	8	99	105	98
- Cc1cc2c(=O)n(NC(N)=O)c(C)nc2s1
    0	97	-8	96	98	96	-11	2	97	97	97
- Cc1oc2cc(OCC(=O)O)ccc2c(=O)c1Oc1ccccc1
    0	?	31	?	101	?	13	-1	?	?	?
- CCN(CC)CCSc1nc(O)c(C(C)C)c(=O)[nH]1
    0	96	15	95	101	93	-12	·	95	96	93
- O=C(Cn1cc2c(n1)CCCCC2)NCCCN1CCOCC1
    1	105	-10	104	100	102	-30	·	98	99	100
- COC(=O)c1ccc(COC(=O)c2nn(C)c(=O)c3ccccc23)cc1
    4	97	5	97	98	91	-17	-1	95	96	95
- CCN(CC)S(=O)(=O)c1ccc(C(=O)OCCN2C(=O)c3cccc4c(N5CCOCC5)ccc(c34)C2=O)cc1
    -5	103	-321	105	102	105	-22	·	107	104	102
- COc1ccc(NC(=O)C23CCC(C)(C(=O)O2)C3(C)C)cc1 (stereo not given)
    0	98	-2	103	101	99	2	·	101	101	98
- CNc1ccc(C(=O)c2ccccc2C(=O)O)cc1[N+](=O)[O-]
    0	94	-2	94	107	93	-18	7	91	89	95
- Cc1ccccc1C(=O)Nc1ccc2c(C#N)c3nc4ccccc4nc3n2c1
    4	88	70*	76*	102	76*	84*	-15	80	89	88
- O=C(Nc1cnn(C23CC4CC(CC(C4)C2)C3)c1)c1cnn2c(C(F)(F)F)cc(-c3ccco3)nc12
    0	98	31	104	100	99	79*	·	100	97	102
- CCCCOC(=O)CSC1=C(C#N)C(c2ccccc2OC)C(C#N)C(=O)N1 (stereo not given)
    0	103	-11	106	101	103	9	·	103	103	101
- O=C(C(c1ccccc1)c1ccccc1)N1CCN(Cc2ccncc2)CC1
    0	?	23	?	98	?	45	·	?	?	?
- Cc1nnc(SCC(=O)N2CCN(S(=O)(=O)c3ccccc3)CC2)n1Cc1ccccc1
    -4	104	11	103	102	99	-17	·	102	99	99
- FC(F)(F)c1cccc(-c2nn[nH]n2)c1
    0	93	13	97	99	97	-15	11	97	100	95
- COc1cccc(/C=N/NC(=O)c2ccc(CN3c4cccc5cccc(c45)S3(=O)=O)cc2)c1
    -3	101	-2	104	103	98	0	6	99	99	102
- Nc1nnc(SCC(=O)NN2C(=O)NC3(CCCCC3)C2=O)s1
    0	99	28	103	99	99	-8	·	100	100	99
- CS(=O)(=O)N(CC(=O)N1CCN(c2ccc(F)cc2)CC1)c1ccc(F)c(Cl)c1
    -2	100	1	102	102	96	-49	·	97	97	100

A different layout for ten compounds above.
structure,Mcl-1 Bim block,Cdc42 wt,Mcl1-Noxa inh,Rac1 wt GTP bind,RGS8-Gao reg,Rab2A wt mod,Mcl1 Bid PPI,Pf gamet viab,HRas wt GTP,Rab7 wt GTP bind,Rac1 act GTP bind
COC(=O)c1ccc(COC(=O)c2nn(C)c(=O)c3ccccc23)cc1,4,97,5,97,98,91,-17,-1,95,96,95
CCN(CC)S(=O)(=O)c1ccc(C(=O)OCCN2C(=O)c3cccc4c(N5CCOCC5)ccc(c34)C2=O)cc1,-5,103,-321,105,102,105,-22,·,107,104,102
COc1ccc(NC(=O)C23CCC(C)(C(=O)O2)C3(C)C)cc1 (stereo not given),0,98,-2,103,101,99,2,·,101,101,98
CNc1ccc(C(=O)c2ccccc2C(=O)O)cc1[N+](=O)[O-],0,94,-2,94,107,93,-18,7,91,89,95
Cc1ccccc1C(=O)Nc1ccc2c(C#N)c3nc4ccccc4nc3n2c1,4,88,70*,76*,102,76*,84*,-15,80,89,88
O=C(Nc1cnn(C23CC4CC(CC(C4)C2)C3)c1)c1cnn2c(C(F)(F)F)cc(-c3ccco3)nc12,0,98,31,104,100,99,79*,·,100,97,102
CCCCOC(=O)CSC1=C(C#N)C(c2ccccc2OC)C(C#N)C(=O)N1 (stereo not given),0,103,-11,106,101,103,9,·,103,103,101
O=C(C(c1ccccc1)c1ccccc1)N1CCN(Cc2ccncc2)CC1,0,?,23,?,98,?,45,·,?,?,?
Cc1nnc(SCC(=O)N2CCN(S(=O)(=O)c3ccccc3)CC2)n1Cc1ccccc1,-4,104,11,103,102,99,-17,·,102,99,99
FC(F)(F)c1cccc(-c2nn[nH]n2)c1,0,93,13,97,99,97,-15,11,97,100,95

Other structures:
Results follow in this order: Mcl-1 Bim block	Cdc42 wt	Mcl1-Noxa inh	Rac1 wt GTP bind	RGS8-Gao reg	Rab2A wt mod	Mcl1 Bid PPI	Pf gamet viab	HRas wt GTP	Rab7 wt GTP bind	Rac1 act GTP bind
- Cn1c(SCC(=O)N2CCN(c3ccccc3)CC2)nnc1-c1ccccc1
    -2	103	1	103	99	101	-10	·	100	100	98
- O=C(Nc1ccccc1)Nc1c(F)cccc1F
    -1	98	-11	102	101	105	-16	14	102	108	98
- CC(NC(=O)Nc1ccc(Cl)cc1)C1CCCO1 (stereo not given)
    -1	98	9	98	103	98	3	7	99	104	96
- CCCCNC(=O)C1CC(=O)N(CCc2ccccc2)C1 (stereo not given)
    9	95	6	102	100	100	-15	10	102	109	93
